# Screening data as filed in PubChem BioAssay.
# DENV2 CPE rescue – DENV2-induced cell death inhibition; AID 651640; 1.7% of 350,000 active; DENV2-infected cells, cytopathic effect rescue, plate reader; CPE inhibition, % at 9.99 µM; in the data active means CPE inhibition above about 20%, passing the limit was not always enough; inconclusive means no clear call, values can overlap the other calls; tested in BHK-21 cells;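 further: 0% = median of neutral control wells and 100% = median of positive control wells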
# miR122 inh – blocks miR-122 activity in Huh7 sensor cells; Huh7 miR-122 Renilla luciferase sensor, 48 h; neutral wells = 0, positive control = 100; activation (reporter increase), % at 12.5 µM; 0.3% of 340,000 active; AID 602342;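 active means mean replicate activation score at least 90 and every replicate individually at or above 90; inconclusive means only one of the two criteria met; inactive means neither criterion met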;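 further: higher luciferase means less miR-122 activity so hits act as miR-122 inhibitors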
# ERp5 inh – ERp5 (human) disulfide isomerase inhibition. Q15084. ERp5 insulin aggregation, absorbance 650 nm, 90 min. inhibition, % at 9.99 µM. 0.05% of 350,000 active. AID 651711;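 active means mean replicate inhibition above about 25%, with every replicate also reaching it, limit read from the data, passing the limit was not always enough; inconclusive means only one of those two criteria met; inactive means neither criterion met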
# Target sequence (Q15084 whole entry, looked up): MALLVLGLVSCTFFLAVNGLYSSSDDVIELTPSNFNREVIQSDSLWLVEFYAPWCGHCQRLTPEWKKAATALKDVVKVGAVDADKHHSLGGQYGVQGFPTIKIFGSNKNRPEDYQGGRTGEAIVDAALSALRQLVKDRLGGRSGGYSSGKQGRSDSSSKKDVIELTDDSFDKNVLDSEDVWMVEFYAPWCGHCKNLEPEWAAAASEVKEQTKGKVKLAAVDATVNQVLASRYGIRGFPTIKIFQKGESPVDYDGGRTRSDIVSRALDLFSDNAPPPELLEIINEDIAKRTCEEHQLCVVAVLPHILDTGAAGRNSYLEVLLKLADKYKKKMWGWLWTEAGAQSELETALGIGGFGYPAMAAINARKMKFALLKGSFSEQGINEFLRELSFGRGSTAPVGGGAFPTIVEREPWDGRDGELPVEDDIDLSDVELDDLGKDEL
# ERAP1 HTS inh – ERAP1 (human) enzyme inhibition | inhibition, % at 10.7 µM | Q9NZ08 | 0.15% of 340,000 active | recombinant ERAP1, Leu-AMC fluorescence, 60 min;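 active means mean replicate inhibition of at least 30%, or all replicates individually reaching that 30% level; inactive means mean below 30% and not every replicate reaching it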;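 further: 0% = neutral control wells and 100% = L-leucinethiol positive control wells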
# CFTR F508del cor – correctors of CFTR F508del function in bronchial epithelial cells | CFBE cells, YFP halide quenching; stimulated with forskolin plus potentiator P3; % fluorescence drop versus neutral controls | activity (quench increase), % at 7.58 µM | 0.36% of 350,000 active | AID 720511;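 active means mean added fluorescence quench of at least 8% versus neutral control, with both replicates also reaching 8%; inconclusive means only one of the mean or replicate conditions met; inactive means mean below 8% and not both replicates reaching 8%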;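 further: cells transiently co-express mutant CFTR-F508del with the halide-sensitive YFP; corrector assay measuring rescue of mutant channel to the surface after 24 h compound exposure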
# Casp6 inh – inhibitors of human caspase-6 | P55212 | purified caspase-6, Z-VEID-R110 cleavage fluorescence | inhibition, % at 12.5 µM | 0.53% of 350,000 active;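 active means mean inhibition across replicates at least about 35%, with every replicate also reaching that limit, limit read from the data; inconclusive means only one of the two criteria met; inactive means neither criterion met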;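 further: 0% = median of neutral control wells and 100% = no fluorescence left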
# Target sequence (P55212 24-179 limits assumed): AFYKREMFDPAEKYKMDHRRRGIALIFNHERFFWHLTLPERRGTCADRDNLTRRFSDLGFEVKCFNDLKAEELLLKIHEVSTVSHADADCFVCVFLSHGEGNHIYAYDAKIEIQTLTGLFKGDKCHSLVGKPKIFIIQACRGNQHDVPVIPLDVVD
# Target sequence (P55212 194-293 limits assumed): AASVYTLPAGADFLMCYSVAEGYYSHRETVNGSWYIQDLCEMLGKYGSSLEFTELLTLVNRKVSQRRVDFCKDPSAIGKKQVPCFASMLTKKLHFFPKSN
# SIRT5 block – sirtuin-5 (human) deacylase inhibition; 1.1% of 330,000 active; Purified SirT5, succinyl-peptide AMC, trypsin-coupled fluorescence; inhibition, % at 15 µM; in the data active means inhibition above about 15%; inconclusive means no clear call, values can overlap the other calls
# Target sequence (Q9NXA8 whole entry, looked up): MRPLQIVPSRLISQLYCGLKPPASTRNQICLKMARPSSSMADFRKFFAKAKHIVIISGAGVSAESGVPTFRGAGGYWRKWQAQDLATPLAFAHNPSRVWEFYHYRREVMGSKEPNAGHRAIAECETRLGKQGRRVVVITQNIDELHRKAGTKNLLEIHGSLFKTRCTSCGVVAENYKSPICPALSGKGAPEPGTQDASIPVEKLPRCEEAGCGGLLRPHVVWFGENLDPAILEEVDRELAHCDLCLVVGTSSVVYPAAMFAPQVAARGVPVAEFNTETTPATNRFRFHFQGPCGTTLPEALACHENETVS
# The depositor's hits bear a star; ? = inconclusive; · = no result given; [ ] = dose if it differs, or a comment.
1	O=C(NC(=S)Nc1ccc(Br)cc1)C1CCCCC1
2	NN=C1c2ccccc2C(=O)C1C(=O)C(c1ccccc1)c1ccccc1 (stereo not given)
3	COc1ccc(S(=O)(=O)Nc2ccc3c(c2)C(=O)N([C@@H](C)CO)C[C@H](C)[C@@H](CN(C)Cc2ccncc2)OCCCC[C@@H](C)O3)cc1
4	Cc1cc(C)cc(Nc2nc(-c3ccc(S(=O)(=O)N4CCCC4)cc3)cs2)c1
5	COCC(=O)N1CCC(Oc2ccc(C(=O)N3C[C@@H]4CCC[C@H]3C4)cc2)CC1
6	CCCN1C[C@H](C)[C@@H](OC)CN(C)C(=O)c2ccc(NS(=O)(=O)c3ccccc3)cc2OC[C@H]1C
7	CCC(C(=O)Nc1ccccc1C(=O)N1CCCC1)N1C(=O)c2ccccc2C1=O (stereo not given)
8	O=C(COC(=O)c1ccccn1)Nc1ccccc1OC(F)F
entry no.,1,2,3,4,5,6,7,8
DENV2 CPE rescue,16,16,1,-6,4,10,3,-7
miR122 inh,0,4,6[16.7 µM],·,-3,9[16.7 µM],-20,·
ERp5 inh,3,-8,3,-4,3,9,-8,-1
ERAP1 HTS inh,-1,-1,0,0,-4,-2,0,2
CFTR F508del cor,4.2,1.5,2.3,·,-0.1,-2.1,1.8,-2.7
Casp6 inh,9,-1,1,-2,-2,0,-1,7
SIRT5 block,-1,4,0,-4,-5,2,-2,-2

9	Cc1c[n+]([O-])ccc1Oc1ccc([N+](=O)[O-])cc1
10	O=C(Nc1ccccc1)C1Cc2c(-c3ccc(Cl)cc3)ccnc2O1 (stereo not given)
11	CCCn1c(N)c(N(CCOC)C(=O)c2cccc(F)c2)c(=O)[nH]c1=O
12	Cc1cccc(CN2CCN(C3CN(Cc4cn(Cc5ccccc5)nn4)S(=O)(=O)C3)CC2)c1 (stereo not given)
13	C/C(N)=C(/C#N)C(=O)CSc1nc(C2CCCCC2)n(-c2ccccc2)n1
14	C[C@H](CO)N1C[C@H](C)[C@@H](CN(C)S(=O)(=O)c2cccs2)OCCCC[C@H](C)Oc2ccc(NC(=O)C3CCCCC3)cc2C1=O
15	Cc1cc(=O)oc2cc(OCC(=O)Nc3ccccc3C(=O)O)ccc12
16	Cc1cc(S(=O)(=O)Nc2cccc([N+](=O)[O-])c2)c(C)s1
entry no.,9,10,11,12,13,14,15,16
DENV2 CPE rescue,0,?,-2,-8,-8,2,4,5
miR122 inh,-2,-5,-1,·,-1,0[16.7 µM],-4,75
ERp5 inh,?,5,3,-2,7,7,-5,11
ERAP1 HTS inh,0,-2,-2,·,0,0,-1,0
CFTR F508del cor,2.3,1.8,-1.7,-2.3,2.0,2.5,-0.8,-1.3
Casp6 inh,2,1,-2,-2,0,1,5,1
SIRT5 block,-4,-6,5,-4,·,2,1,2

# A draw from above in order of molar mass, rising:
9	Cc1c[n+]([O-])ccc1Oc1ccc([N+](=O)[O-])cc1
16	Cc1cc(S(=O)(=O)Nc2cccc([N+](=O)[O-])c2)c(C)s1
8	O=C(COC(=O)c1ccccn1)Nc1ccccc1OC(F)F
11	CCCn1c(N)c(N(CCOC)C(=O)c2cccc(F)c2)c(=O)[nH]c1=O
13	C/C(N)=C(/C#N)C(=O)CSc1nc(C2CCCCC2)n(-c2ccccc2)n1
5	COCC(=O)N1CCC(Oc2ccc(C(=O)N3C[C@@H]4CCC[C@H]3C4)cc2)CC1
7	CCC(C(=O)Nc1ccccc1C(=O)N1CCCC1)N1C(=O)c2ccccc2C1=O (stereo not given)
4	Cc1cc(C)cc(Nc2nc(-c3ccc(S(=O)(=O)N4CCCC4)cc3)cs2)c1
12	Cc1cccc(CN2CCN(C3CN(Cc4cn(Cc5ccccc5)nn4)S(=O)(=O)C3)CC2)c1 (stereo not given)
6	CCCN1C[C@H](C)[C@@H](OC)CN(C)C(=O)c2ccc(NS(=O)(=O)c3ccccc3)cc2OC[C@H]1C
entry no.,9,16,8,11,13,5,7,4,12,6
DENV2 CPE rescue,0,5,-7,-2,-8,4,3,-6,-8,10
miR122 inh,-2,75,·,-1,-1,-3,-20,·,·,9[16.7 µM]
ERp5 inh,?,11,-1,3,7,3,-8,-4,-2,9
ERAP1 HTS inh,0,0,2,-2,0,-4,0,0,·,-2
CFTR F508del cor,2.3,-1.3,-2.7,-1.7,2.0,-0.1,1.8,·,-2.3,-2.1
Casp6 inh,2,1,7,-2,0,-2,-1,-2,-2,0
SIRT5 block,-4,2,-2,5,·,-5,-2,-4,-4,2

# Carrying on.
17	CN1CCN(NC(=O)c2cc(S(=O)(=O)Nc3ccc(Cl)cc3)ccc2Cl)CC1
18	Cc1ccc(C)c(OC(=O)c2cncc(Br)c2)c1
19	CCOC(=O)Cc1csc(NC(=O)Nc2ccc(Cl)cc2)n1
20	CCN(CC)CCCN1C(=O)CSC1c1ccc([N+](=O)[O-])cc1 (stereo not given)
21	C[C@@H]1CN([C@H](C)CO)C(=O)c2cc(NC(=O)CCC(F)(F)F)ccc2O[C@@H](C)CCCCO[C@H]1CN(C)S(C)(=O)=O
22	CCc1cccc(NC2c3ccccc3C(=O)N2c2cccnc2)c1 (stereo not given)
23	C[C@@H]1CN([C@@H](C)CO)C(=O)c2cc(NS(=O)(=O)c3cccs3)ccc2O[C@@H]1CN(C)C(=O)Nc1ccc2c(c1)OCO2
24	COc1ccc(S(=O)(=O)N(C)C[C@H]2Oc3c(NS(=O)(=O)c4c(C)noc4C)cccc3C(=O)N([C@@H](C)CO)C[C@H]2C)cc1
entry no.,17,18,19,20,21,22,23,24
DENV2 CPE rescue,2,-5,3,-5,?,7,-1,-4
miR122 inh,·,-2,·,-12,0[16.7 µM],1,1[16.7 µM],0[16.7 µM]
ERp5 inh,6,-3,4,2,3,0,0,4
ERAP1 HTS inh,·,-1,4,0,3,3,-2,1
CFTR F508del cor,-1.0,0.3,0.4,-1.6,1.6,-1.5,0.7,-1.5
Casp6 inh,0,-2,-1,-2,0,-1,2,·
SIRT5 block,-2,1,-3,0,3,-3,2,0

25	CN(C)c1ccc(C=NCCc2ccc(S(N)(=O)=O)cc2)cc1
26	C[C@H](CO)N1C[C@H](C)[C@@H](CN(C)C(=O)c2ccccc2)OCCCC[C@H](C)Oc2ccc(NC(=O)Nc3ccc(F)cc3)cc2C1=O
27	COc1ccc(CN2CC3(CCN(C(=O)C4CCOCC4)CC3)c3c(n(C)c4cc(OC)ccc34)[C@H]2CO)cc1
28	COCC#Cc1ccc2c(c1)O[C@@H](CN(C)C(=O)NC(C)C)[C@H](C)CN([C@H](C)CO)S2(=O)=O
29	Cc1ccccc1CC1S/C(=N/N=C/c2ccco2)NC1=O (stereo not given)
30	CN1CCN(C(=O)C[C@H]2C[C@H]3c4cc(NC(=O)NC5CCCC5)ccc4O[C@H]3[C@@H](CO)O2)CC1
31	CCOC(=O)c1nc2ccccc2c(=O)[nH]1
32	CCN(C(=O)/C=C/c1ccccc1)C1CCCCC1
entry no.,25,26,27,28,29,30,31,32
DENV2 CPE rescue,-5,15,10,3,0,-4,14,2
miR122 inh,33,-6[16.7 µM],·,-5[16.7 µM],·,2[16.7 µM],-3,-3
ERp5 inh,2,-1,-6,-3,-1,9,-4,1
ERAP1 HTS inh,-1,-4,1,2,·,1,1,0
CFTR F508del cor,6.1,0.2,-0.2,-3.6,6.3,0.7,4.2,5.0
Casp6 inh,-3,-1,2,3,0,0,1,2
SIRT5 block,-3,5,11,-15,0,-2,-2,0

33	O=[N+]([O-])c1ccc(S(=O)(=O)N/N=C/c2ccc3c(c2)OCO3)cc1
34	NC(=O)Nc1ccc(Nc2ccccc2)cc1
35	CCN(CC)c1nc2c(c(=O)[nH]c(=O)n2C)n1Cc1ccccc1Cl
36	COc1ccc(NC(=O)COc2ccccc2)cc1Cl
37	COc1ccc(CN(C)C[C@@H]2Oc3ccc(NC(=O)Nc4ccc(F)cc4)cc3C(=O)N([C@@H](C)CO)C[C@H]2C)cc1
38	CO[C@H]1CN(C)C(=O)c2cc(NS(C)(=O)=O)ccc2OC[C@H](C)N(C(=O)c2ccc3c(c2)OCO3)C[C@@H]1C
39	O=C(C1CC(=O)N(C2CCCCC2)C1)N1CCc2ccccc21 (stereo not given)
40	O=C(C[C@H]1CC[C@H](NC(=O)CCN2CCCCC2)[C@H](CO)O1)Nc1ccc(-c2ccccc2)cc1
entry no.,33,34,35,36,37,38,39,40
DENV2 CPE rescue,1,-4,-3,0,9,42*,10,-1
miR122 inh,9,·,-15,-1,-4[16.7 µM],·,·,·
ERp5 inh,-2,-4,2,4,5,-1,2,5
ERAP1 HTS inh,2,·,-2,0,0,3,-1,-6
CFTR F508del cor,-0.5,3.4,1.5,-3.2,-1.2,-0.4,0.5,-1.1
Casp6 inh,7,-1,-3,21,-1,-3,1,-1
SIRT5 block,1,6,-4,-5,7,·,-1,-2

41	COC(=O)[C@]12C[C@H](CC(=O)NCCc3ccccc3OC)C(=O)N(Cc3ccc4c(c3)OCO4)C1=C[C@H](COCc1ccccc1)O[C@@H]2C
42	Cc1nc(N2CCN(c3ccccn3)CC2)c2c(C)c(C(=O)Nc3c(F)cc(F)cc3Br)sc2n1
43	COc1ccccc1NC(=O)C1CCN(S(=O)(=O)c2ccc3c(c2)NC(=O)C(C)S3)CC1 (stereo not given)
44	O=C(C[C@H]1C[C@@H]2c3cc(NC(=O)C4CCOCC4)ccc3O[C@@H]2[C@H](CO)O1)NCc1cc(F)ccc1F
45	C[C@H](CO)N1C[C@H](C)[C@@H](CN(C)C(=O)Nc2ccc(F)cc2)Oc2ncc(C3=CCCC3)cc2C1=O
46	Cc1cc(=O)oc2cc(OC(C)C(=O)NCC3CCC(C(=O)O)CC3)c(Cl)cc12 (stereo not given)
47	C[C@@H]1CN([C@@H](C)CO)S(=O)(=O)c2ccc(/C=C/c3ccccc3)cc2O[C@@H]1CN(C)Cc1cccnc1
48	CCCCOc1ccccc1NC(=O)C=C(C)C
entry no.,41,42,43,44,45,46,47,48
DENV2 CPE rescue,12,7,5,-4,27*,-7,-4,4
miR122 inh,·,-5,-5,-5[16.7 µM],3[16.7 µM],-4,4[16.7 µM],1
ERp5 inh,2,1,1,-2,1,-2,-3,-1
ERAP1 HTS inh,-2,-4,-1,1,-1,5,-1,3
CFTR F508del cor,2.5,0.5,-1.1,2.6,-1.1,1.9,-0.5,2.5
Casp6 inh,-2,1,1,3,1,-1,-1,8
SIRT5 block,·,-5,-1,4,·,·,11,-10

49	CC(C)(C)[S@](=O)N1Cc2cc(C(=O)N3CCOCC3)nc(-c3cccc(Br)c3)c2[C@@H]1CCO
50	CC(C)Sc1nc2c([nH]c3ccccc32)c(=O)n1C
51	CN1C(=O)c2cc(NC(=O)C3CCCCC3)ccc2OC[C@H]2O[C@H](CC(=O)NCC3CCCCC3)CC[C@@H]21
52	Cc1cc(C)n(CCNC(=O)[C@@H](Cc2ccccc2)NC(=O)[C@H]2O[C@@H](n3ccc(=O)[nH]c3=O)[C@H](O)[C@@H]2O)n1
53	CCCC1C(=O)N(Cc2ccccc2)C(=O)CC1C (stereo not given)
54	CCN(CC(=O)Nc1ccc(NC(C)=O)cc1)C(=O)C1CC1
55	CC(C)Oc1ccccc1NC(=O)CSc1nccn1C
56	Brc1ccsc1-c1csc(-c2ccncc2)n1
entry no.,49,50,51,52,53,54,55,56
DENV2 CPE rescue,3,-6,14,-5,-1,-9,-5,6
miR122 inh,·,0,·,·,-9,·,7,-8
ERp5 inh,1,8,10,-3,-4,5,5,1
ERAP1 HTS inh,-1,-3,2,-1,-2,-2,1,1
CFTR F508del cor,-0.6,0.2,-0.8,-1.5,1.1,2.1,-1.0,0.9
Casp6 inh,1,13,1,-4,-2,2,-2,-1
SIRT5 block,7,·,-3,-1,0,·,-1,-1
